3T3 cytotox: Cytotoxic Profiling in NIH 3T3 Cell Line of Diverse Libraries Using Quantitative High-Throughput Screening; AID 1345082, 2018; Potency, µM (highest dose often 96.7 µM), without a hit: at the top dose activity change, negative = cytotoxicity, hits mostly inhibitors; NIH 3T3 viability, CellTiter-Glo ATP luminescence, 48-72 h; actives 4.3% (n = 94,000); further: potency means the concentration at half of the fitted maximal effect; nearly all actives have a fitted effect of over 55% in size
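ATP-dependent luminescence (CellTiter-Glo) served as the viability signal for NIH 3T3 cells treated with compound for 48 or 72 hr at 37 °C.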
GPT2 inh: Primary qHTS assay for inhibitors of Glutamate pyruvate transaminase 2 (GPT2); Alanine aminotransferase 2 (Homo sapiens), Q8TD30; Potency, µM (titrated, usually from 57.7 µM), without a hit: at the top dose activity change, negative = inhibition, usual class: inhibitors; Recombinant GPT2, coupled pyruvate oxidase/HRP Amplex Red fluorescence; actives 0.25% (n = 100,000); further: potency means the concentration at half of the fitted maximal effect; nearly all actives have a fitted effect of over 60% in size; many of its hits are not listed in these tables
Target sequence (Q8TD30 whole entry, looked up): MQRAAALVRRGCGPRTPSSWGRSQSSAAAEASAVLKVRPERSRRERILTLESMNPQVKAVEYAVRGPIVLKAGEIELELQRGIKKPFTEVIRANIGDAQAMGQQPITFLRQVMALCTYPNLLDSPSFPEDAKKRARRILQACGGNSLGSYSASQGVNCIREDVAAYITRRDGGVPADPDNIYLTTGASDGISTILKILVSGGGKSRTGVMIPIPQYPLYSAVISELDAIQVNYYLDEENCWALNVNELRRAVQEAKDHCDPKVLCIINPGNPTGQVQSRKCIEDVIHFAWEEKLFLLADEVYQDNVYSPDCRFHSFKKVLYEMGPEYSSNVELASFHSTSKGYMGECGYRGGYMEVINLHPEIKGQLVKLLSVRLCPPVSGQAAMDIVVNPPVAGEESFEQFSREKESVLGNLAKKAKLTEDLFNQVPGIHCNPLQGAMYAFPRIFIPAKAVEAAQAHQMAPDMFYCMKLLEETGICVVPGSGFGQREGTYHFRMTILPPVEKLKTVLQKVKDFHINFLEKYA
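GPT2 10ng/uL, a-KG 250uM, L-Ala 2mM, HEPES pH7.5 + 0.0001% Tween; 30 min RT. Then Amplex mix (PO/HRP/ThPP), 30 min RT dark, fluorescence. AOA 50uM used as positive control.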
SNCA expr inhib: Primary qHTS assay for inhibitors of alpha-synuclein gene (SNCA) expression | actives 0.17% (n = 140,000) | AID 1671194, 2021 | HEK-293 SNCA-luciferase knock-in, luminescence, 24 h | Potency, µM (top dose mostly 57.2 µM), for inactives: at the top dose activity change, negative = inhibition, usual class: inhibitors;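 further: potency means the concentration at half of the fitted maximal effect; plate controls were DMSO cells for no effect and cell-free wells for full effect; nearly all actives have a fitted effect of over 45% in size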
IP6K1 inh: Primary qHTS assay for small molecule inhibitors of Inositol hexaphosphate kinase 1 (IP6K1); Inositol hexakisphosphate kinase 1 (Homo sapiens), Q92551; IP6K1 kinase, ADP-Glo luminescence, 2 h; stronger effect = lower value; activity change, % (series mostly up to about 58 µM); actives 0.81% (n = 140,000); AID 1645851, 2021; in the data active means activity change below about -25%
Target sequence (Q92551 whole entry, looked up): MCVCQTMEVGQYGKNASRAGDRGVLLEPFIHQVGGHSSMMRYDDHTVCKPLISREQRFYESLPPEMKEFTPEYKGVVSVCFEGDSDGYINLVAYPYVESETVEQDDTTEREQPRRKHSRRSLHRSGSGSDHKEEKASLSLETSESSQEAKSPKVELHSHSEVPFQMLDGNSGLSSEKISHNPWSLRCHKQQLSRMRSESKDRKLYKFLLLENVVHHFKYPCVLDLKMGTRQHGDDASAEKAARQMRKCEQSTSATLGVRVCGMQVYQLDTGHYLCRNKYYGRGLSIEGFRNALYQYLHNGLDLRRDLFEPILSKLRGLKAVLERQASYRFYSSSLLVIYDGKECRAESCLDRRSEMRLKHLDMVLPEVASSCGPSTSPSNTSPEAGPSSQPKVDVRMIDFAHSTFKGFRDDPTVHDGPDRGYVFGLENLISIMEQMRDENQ
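ADP-Glo luminescence measures ADP made by human IP6K1 during a 2 h RT reaction with ATP/IP6 (mix at 1.3 mM/130 uM); top library doses 57.5 and 19.1 uM final.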
Luciferase inh: Firefly luciferase inhibition profiling of diverse chemical library using quantitative high-throughput screening; Potency, µM (top dose mostly 115 µM), for the others: top-dose activity change, negative = inhibition, actives largely listed as inhibitors; AID 1347043, 2019; actives 2.5% (n = 76,000); Luciferin 4-monooxygenase (Photinus pyralis), P08659; purified P. pyralis luciferase, luminescence, biochemical; further: potency means the concentration at half of the fitted maximal effect; nearly all actives have a fitted effect of over 65% in size
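Luminescence read by CCD imaging after purified firefly luciferase (10nM final) was added to substrate buffer holding 10uM D-luciferin and 10uM ATP, pH 7.5, pre-dosed with compound.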
HEK293 viab: GF-AFC viability counterscreen for inhibitors of alpha-synuclein gene (SNCA) expression; HEK-293-SNCA-luc viability, GF-AFC fluorescence, 24 h; actives 0.12% (n = 150,000); Potency, µM (doses to about 57.1 µM), for the others: at the highest dose activity change, negative = cytotoxicity, most hits filed as cytotoxic;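 further: potency means the concentration at half of the fitted maximal effect; 0% = DMSO-treated cells and -100% = medium-only wells without cells; nearly all actives have a fitted effect of over 30% in size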
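Cytotoxicity counterscreen: after 24 h compound treatment of genome-edited SNCA-luciferase HEK-293 cells, live-cell protease substrate GF-AFC read by fluorescence after 30 min; activity scaled between DMSO (0%) and medium-only (-100%), curves Hill-fitted.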
HEK293 tox: Cytotoxic Profiling in HEK 293 Cell Line of Diverse Libraries Using Quantitative High-Throughput Screening. HEK 293 viability, ATP luminescence (CellTiter-Glo), 48-72 h. Potency, µM (highest dose often 115 µM), for inactives: at the highest dose activity change, negative = cytotoxicity, usual class: inhibitors. actives 6.6% (n = 94,000). AID 1345083, 2018; further: potency means the concentration at half of the fitted maximal effect; nearly all actives have a fitted effect of over 60% in size
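Cytotoxicity was scored by loss of ATP-coupled luminescence (CellTiter-Glo) in HEK 293 cells. Compound treatment ran 48 or 72 hr at 37 degree Celsius, 5% CO2, 95% humidity.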
The depositor's hits bear a star; i = inactive; ? = inconclusive; . = no result given; [ ] = remark or other dose. Unless noted, the call rests on the fitted dose curve; in most records, active means well fitted curve in the direction sought with a large enough effect; inconclusive means small, poorly fitted or top-dose-only effect, or another doubt; inactive means no such curve, though single readings can be large; an effect the other way counts as inactive or inconclusive. Unless noted, on the % scale 0 is the no-effect control and ±100 the full control effect.

The opening 2 compounds as a preview:
1: COc1cccc(C(=O)N2CCN(C(C(=O)O)c3cc(C)cc(C)c3)CC2)c1 (configuration not stated)
2: CCOC(=O)Cn1c(=O)n(-c2ccccc2OC)c2nc(-c3ccccc3C)nc(C(N)=O)c21
assay / entry	1	2
3T3 cytotox	3%	.
GPT2 inh	-19%	.
SNCA expr inhib	6%	5%
IP6K1 inh	15	11
Luciferase inh	-7%	.
HEK293 viab	4%	-3%
HEK293 tox	-3%	.

This part in full, from the first entry:
1: COc1cccc(C(=O)N2CCN(C(C(=O)O)c3cc(C)cc(C)c3)CC2)c1 (configuration not stated)
2: CCOC(=O)Cn1c(=O)n(-c2ccccc2OC)c2nc(-c3ccccc3C)nc(C(N)=O)c21
3: COC(=O)[C@H](CC1CCCCC1)NC(=O)[C@@H]1CN(C(=O)c2ccc(N(C)C)cc2)CCN1C(C)=O
4: CCOC(=O)c1ccc(NC(=O)N2Cc3[nH]cnc3C[C@H]2c2nc(-c3cccc([N+](=O)[O-])c3)no2)cc1
5: Cc1nn2c(c1-c1ccccc1OCc1ccccc1)N(C(=O)C(C)C)CCC2
6: O=C(c1noc2c1CCCC2)N1CCOc2ccc(CN3CCN(c4ccccn4)CC3)cc2C1
7: COc1cccc(NC(=O)Cn2c(=O)n(-c3cccc(OC)c3)c(=O)c3c4c(sc32)CCCC4)c1
8: CC(O)CN1CC2(CCC1=O)CCN(C(=O)c1ccnn1C)CC2 (configuration not stated)
9: CC(=O)Nc1ccc(S(=O)(=O)NC2(C(F)(F)F)C(=O)Nc3c2c(=O)[nH]c(=O)n3-c2ccc(C)c(C)c2)cc1 (configuration not stated)
10: CC(C)CN1C(=O)CO[C@H](c2ccc(NC(=O)C3CCCC3)cc2)[C@H]1CO
assay / entry	1	2	3	4	5	6	7	8	9	10
3T3 cytotox	3%	.	?	?	89µM*	i	.	-11%	.	?
GPT2 inh	-19%	.	i	2%	-9%[88.5 µM]	?	.	-12%	.	-4%[88.5 µM]
SNCA expr inhib	6%	5%	4%	9%	?	?	-6%	-10%	26%	9%[87.6 µM]
IP6K1 inh	15	11	10	12	7	15	4	9	-19	-11
Luciferase inh	-7%	.	13%	-24%	-8%[172 µM]	-9%	.	4%	.	-1%[172 µM]
HEK293 viab	4%	-3%	5%	-10%	-21%[87.6 µM]	-1%	6%	4%	10%	2%[87.6 µM]
HEK293 tox	-3%	.	-5%	?	32µM*	3%	.	-18%	.	?

11: Cc1cccc(N2CCN(S(=O)(=O)c3ccc4c(c3)C(C(C)C)C(=O)N4)CC2)c1C (configuration not stated)
12: Cc1ccc2c(c1)c(=O)c(C(=O)c1ccncc1)cn2CC(=O)Nc1ccccc1Cl
13: O=C(NCCCc1ccccc1)c1ccc2nc(-c3ccncc3)oc2c1
14: COc1ccc(OC)c([S+](=O)([O-])c2nnn3c2nc(NCCCOC(C)C)c2ccccc23)c1
15: CC1(C(=O)NCc2cc3n(n2)CCCN(S(C)(=O)=O)C3)CCCCO1 (configuration not stated)
16: CCOC(=O)Cn1c(=O)oc2cc(S(=O)(=O)N3CCN(c4cccc(C)c4C)CC3)ccc21
17: C[C@@]1(O)CCN(C(=O)c2ccc(C(=O)N3CCOCC3)cc2)C[C@@H]1O
18: CCOc1ccc(C(=O)NC2CCN(c3cnn(CCOC)c(=O)c3)CC2)cc1
19: O=C(C1CC2(CCNCC2)CN1)N1CCc2c(nc(CC3CC3)[nH]c2=O)C1 (configuration not stated)
20: CNC(=O)c1sc2ncccc2c1-n1cccc1
assay / entry	11	12	13	14	15	16	17	18	19	20
3T3 cytotox	.	.	?	-80%	-13%	.	-2%	-21%	4%	.
GPT2 inh	.	.	-3%[88.5 µM]	i	-7%	.	1%	i	-9%	.
SNCA expr inhib	?	-1%	-4%[87.6 µM]	15%	1%	48%[activator]	-8%	26%	?	32%
IP6K1 inh	7	3	-12	-1	15	-2	7	43	-4	43
Luciferase inh	.	.	.	.	13%	.	-2%	1%	7%	.
HEK293 viab	-9%	-6%	0%[87.6 µM]	-3%	-11%	-13%	7%	-20%	-1%	?
HEK293 tox	.	.	?	-7%	i	.	3%	-23%	i	.

21: Cc1ccc(C)c(N2CCN(C(=O)c3ccc(CS(=O)(=O)c4ccc(Br)cc4)o3)CC2)c1
22: CCOc1ccc(-c2cc(C(=O)NCc3ccc(C)cc3)c3ccccc3n2)cc1
23: O=C(CCCc1ccccc1)N1CCC2(CC1)CC(OCC1CC1)CCO2 (configuration not stated)
24: O=C(CCC1CCN(S(=O)(=O)c2ccccc2F)CC1)NC1CC1
25: O=C(NCN1CCOCC1)c1cnccn1
26: COc1ccc(NC(=O)c2c(NC(=O)c3ccncc3)sc3c2CCC(C(C)(C)C)C3)cc1 (configuration not stated)
27: COc1ccc(C[C@H](NC(=O)C2=C[C@@H](NC(=O)Nc3ccc(OC(F)(F)F)cc3)[C@@H](O)[C@H](O)C2)C(N)=O)cc1
28: COC(=O)c1cc2occc2n1Cc1cccc(C)c1
29: CCc1ccccc1NC(=O)N1CCc2c([nH]c3ccccc23)C1c1ccc(C)cc1 (configuration not stated)
30: COc1cccc(CC(=O)NC2CCN(C(=O)N3CC4CC(C3)[C@H]3CCCC(=O)N3C4)CC2)c1 (some centres not stated)
assay / entry	21	22	23	24	25	26	27	28	29	30
3T3 cytotox	.	.	4%	-13%	.	.	-12%	.	.	?
GPT2 inh	.	.	-6%	3%	-3%	.	-5%	.	.	-3%
SNCA expr inhib	?	50%	60%[activator]	22%	3%[25.6 µM]	-7%	-16%	5%	-27%	-1%
IP6K1 inh	25	1	-3	11	9	-9	6	3	14	11
Luciferase inh	.	.	?	6%	.	.	-1%	.	.	-10%
HEK293 viab	-18%	-4%	8%[12.5 µM]	-2%	-3%[23.9 µM]	10%	-3%	9%	-3%	1%
HEK293 tox	.	.	4%	5%	.	.	2%	.	.	-3%

Exported with values under each structure: part of the list above
Sequence of screens: 3T3 cytotox, GPT2 inh, SNCA expr inhib, IP6K1 inh, Luciferase inh, HEK293 viab, HEK293 tox
13: O=C(NCCCc1ccccc1)c1ccc2nc(-c3ccncc3)oc2c1
  ?, -3%[88.5 µM], -4%[87.6 µM], -12, ., 0%[87.6 µM], ?
14: COc1ccc(OC)c([S+](=O)([O-])c2nnn3c2nc(NCCCOC(C)C)c2ccccc23)c1
  -80%, i, 15%, -1, ., -3%, -7%
15: CC1(C(=O)NCc2cc3n(n2)CCCN(S(C)(=O)=O)C3)CCCCO1 (configuration not stated)
  -13%, -7%, 1%, 15, 13%, -11%, i

Following part:
31: O=C(NC1CCCCCC1)c1nc2sccn2c1-c1cccnc1
32: O=C(Nc1ccccc1C(F)(F)F)n1ncc2cc(Cl)ccc21
33: COc1ccc(-c2nc(CSc3nc4ncccc4[nH]3)c(C)o2)cc1OC
34: COc1cccc([C@@H]2CN(C(=O)c3n[nH]c4c3CCCC4)C[C@H]2C(=O)O)c1
35: Cc1cccc(CN2CCCCCCN(C)C(=O)[C@@H]3CCC[C@@H]32)c1
36: Cc1ccc(-c2cn3cc(C(=O)NCC(F)(F)F)nc3s2)cc1
37: COc1ccc(NC(=O)c2cc(C)nc3c2c(C)nn3-c2cccc(Cl)c2C)c(OC)c1
38: COc1ccc(N(CC(=O)N2CCN(c3cccc(OC)c3)CC2)S(=O)(=O)c2c(C)noc2C)cc1
39: CCOC(=O)C1CCN(C(=O)Cn2ncc3c4ccccc4n(Cc4ccc(F)cc4)c3c2=O)CC1
40: Cc1ccc(NC(=O)Cn2nnc(C(=O)NCCc3ccccc3)c2N)cc1C
assay / entry	31	32	33	34	35	36	37	38	39	40
3T3 cytotox	?	.	.	-9%	?	?	.	.	.	.
GPT2 inh	i	.	.	1%	-21%	-8%	.	.	.	.
SNCA expr inhib	-7%	12%	8%	?	-5%	-5%	-5%	-17%	-22%	1%
IP6K1 inh	27	-8	8	1	2	9	-2	4	9	10
Luciferase inh	.	.	.	-19%	-8%	.	.	.	.	.
HEK293 viab	-16%	-2%	?	12%	-13%	-15%	4%	6%	2%	7%
HEK293 tox	?	.	.	-6%	?	?	.	.	.	.

41: COc1ccc(-c2cn3nc(N4CCC(C(=O)Nc5cc(Cl)ccc5OC)CC4)sc3n2)cc1
42: COc1ccc(N2C(=O)CCSC23C(=O)N(Cc2ccc(F)cc2)c2ccccc23)cc1Cl (configuration not stated)
43: O=C(NCc1ccccc1)C1=NO[C@@H]2CN(Cc3cccc(F)c3)C[C@H]12
44: O=C(NCCc1ccccc1)c1ccc2nc(-c3ccccn3)oc2c1
45: Cc1ccc(C(=O)NC2CCN(c3ccc4nnc(C)n4n3)C2)cc1 (configuration not stated)
46: COCCN(Cc1c(C)nn(C)c1C)CC1[C@H]2CNC[C@@H]12 (some centres not stated)
47: O=C(Nc1ccccc1)C1CCN(S(=O)(=O)c2ccc3c(c2)CCCN3C(=O)C2CCC2)CC1
48: COc1ncccc1-c1ccnc(-c2nnc(C)n2Cc2ccccc2)c1
49: Cc1ccccc1N1CCN(C(=O)c2cc3cn(C4CC4)cc3s2)CC1
assay / entry	41	42	43	44	45	46	47	48	49
3T3 cytotox	.	.	?	?	-25%[138 µM]	-4%	.	?	?
GPT2 inh	.	.	i	i	.	-2%	.	-22%[88.5 µM]	?
SNCA expr inhib	78%[activator]	?	?	118%[activator][87.6 µM]	.	0%	-4%	23%[87.6 µM]	0%
IP6K1 inh	9	23	-4	0	3	4	14	-1	3
Luciferase inh	.	.	-14%[172 µM]	.	.	1%	.	?	-14%
HEK293 viab	-4%	4%	-12%[87.6 µM]	-1%[87.6 µM]	.	-19%	1%	-4%[87.6 µM]	-24%
HEK293 tox	.	.	45µM*	89µM*	-29%[172 µM]	-5%	.	?	79µM*

Compound activity as filed in PubChem.
